Screens: PubChem, National Center for Advancing Translational Sciences (NCATS)
SNCA expr inhib: reduces expression of the alpha-synuclein gene. HEK-293 SNCA-luciferase knock-in, luminescence, 24 h. Potency, µM (doses to about 57.2 µM), inactives show top-dose activity change, negative = inhibition, most hits filed as inhibitors. hit rate 0.17% among 140,000;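 note: potency is the fitted concentration of half-maximal effect; plate controls were DMSO cells for no effect and cell-free wells for full effect; nearly all actives have a fitted effect of over 45% in size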
HEK293 tox: cytotoxic compounds in HEK 293 cells | HEK 293 viability, ATP luminescence (CellTiter-Glo), 48-72 h | Potency, µM (top dose mostly 115 µM), inactives show at the highest dose activity change, negative = cytotoxicity, most hits filed as inhibitors | hit rate 6.6% among 94,000; note: potency is the fitted concentration of half-maximal effect; nearly all actives have a fitted effect of over 60% in size
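Luminescence from cellular ATP, measured with CellTiter-Glo, indicates HEK 293 viability. Cells plated at 250 cells/well are treated with compound for 48 or 72 hr at 37 degree Celsius before reagent addition.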
Luciferase inh: Photinus pyralis luciferase inhibition | purified P. pyralis luciferase, luminescence, biochemical | Potency, µM (titrated, usually from 115 µM), without a hit: at the highest dose activity change, negative = inhibition, usual class: inhibitors | hit rate 2.5% among 76,000; note: potency is the fitted concentration of half-maximal effect; nearly all actives have a fitted effect of over 65% in size
Target sequence (P08659 whole entry, looked up): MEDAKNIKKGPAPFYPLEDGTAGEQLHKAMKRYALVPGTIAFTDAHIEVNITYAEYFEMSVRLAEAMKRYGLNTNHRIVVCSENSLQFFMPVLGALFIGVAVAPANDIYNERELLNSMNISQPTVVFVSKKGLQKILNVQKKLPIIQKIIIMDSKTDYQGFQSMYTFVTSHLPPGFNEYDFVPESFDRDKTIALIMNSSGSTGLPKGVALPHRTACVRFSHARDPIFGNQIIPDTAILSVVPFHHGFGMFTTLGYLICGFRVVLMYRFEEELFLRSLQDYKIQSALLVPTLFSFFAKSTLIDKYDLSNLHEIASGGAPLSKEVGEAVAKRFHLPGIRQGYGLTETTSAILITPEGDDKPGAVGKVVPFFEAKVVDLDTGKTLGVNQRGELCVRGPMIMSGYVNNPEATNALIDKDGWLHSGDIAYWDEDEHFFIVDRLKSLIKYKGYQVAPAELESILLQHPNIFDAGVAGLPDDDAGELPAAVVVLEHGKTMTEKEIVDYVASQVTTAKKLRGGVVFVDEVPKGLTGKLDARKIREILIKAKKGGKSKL
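Luminescence read by CCD imager after adding enzyme (10nM final) to wells holding compound, titrated in qHTS. Substrates 10uM each D-luciferin and ATP; buffer 50mM Tris acetate pH 7.5, 10mM Mg acetate, Tween-20, BSA.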
3T3 cytotox: NIH 3T3 cell cytotoxicity | NIH 3T3 viability, CellTiter-Glo ATP luminescence, 48-72 h | Potency, µM (top dose mostly 96.7 µM), inactives show at the top dose activity change, negative = cytotoxicity, most hits filed as inhibitors | hit rate 4.3% among 94,000; note: potency is the fitted concentration of half-maximal effect; nearly all actives have a fitted effect of over 55% in size
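NIH 3T3 cells at 400 cells/well received 23 nL of compound by pintool and were incubated 48 or 72 h at 37 °C. Viability was read as ATP-coupled CellTiter-Glo luminescence.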
HEK293 viab: cell viability loss counter-screen; HEK-293-SNCA-luc viability, GF-AFC fluorescence, 24 h; Potency, µM (titrated, usually from 57.1 µM), inactives show top-dose activity change, negative = cytotoxicity, hits mostly cytotoxic; hit rate 0.12% among 150,000;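 note: potency is the fitted concentration of half-maximal effect; 0% = DMSO-treated cells and -100% = medium-only wells without cells; nearly all actives have a fitted effect of over 30% in size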
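HEK-293-SNCA-luc cells (1500/well) plated 24 h, then exposed 24 h to a dilution series; GF-AFC added 30 min at 37C, fluorescence 405/540 nm; normalised to medium-only and DMSO wells, Hill fit.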
GPT2 inh: GPT2 alanine aminotransferase inhibition. Q8TD30. Recombinant GPT2, coupled pyruvate oxidase/HRP Amplex Red fluorescence. Potency, µM (top dose mostly 57.7 µM), without a hit: at the highest dose activity change, negative = inhibition, usual class: inhibitors. hit rate 0.25% among 100,000. AID 1671188; note: potency is the fitted concentration of half-maximal effect; nearly all actives have a fitted effect of over 60% in size; many of its hits are not listed in these tables
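Inhibition is scored from Amplex Red fluorescence generated when pyruvate oxidase and HRP act on pyruvate released by GPT2. Reactions contain 10ng/uL enzyme, 250uM a-KG and 2mM L-alanine and run 30 min at room temperature.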
IP6K1 inh: inhibitors of human IP6K1; activity change, % (series mostly up to about 58 µM); Q92551; hit rate 0.81% among 140,000; IP6K1 kinase, ADP-Glo luminescence, 2 h; hits give low values; AID 1645851; in the data active = activity change below about -25%
Target sequence (Q92551 whole entry, looked up): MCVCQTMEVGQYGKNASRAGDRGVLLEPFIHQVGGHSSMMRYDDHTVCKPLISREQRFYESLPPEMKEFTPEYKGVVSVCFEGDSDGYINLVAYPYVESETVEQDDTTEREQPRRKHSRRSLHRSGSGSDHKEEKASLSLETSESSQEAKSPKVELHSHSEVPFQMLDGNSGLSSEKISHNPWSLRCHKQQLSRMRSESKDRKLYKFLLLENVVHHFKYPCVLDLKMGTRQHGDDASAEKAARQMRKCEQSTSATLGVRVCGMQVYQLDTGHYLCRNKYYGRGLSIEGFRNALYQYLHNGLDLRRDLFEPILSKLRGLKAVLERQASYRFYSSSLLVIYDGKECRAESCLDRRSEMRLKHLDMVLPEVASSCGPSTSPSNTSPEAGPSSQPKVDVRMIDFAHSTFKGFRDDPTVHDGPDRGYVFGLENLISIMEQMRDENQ
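ADP-Glo luminescence measures ADP made by human IP6K1 during a 2 h RT reaction with ATP/IP6 (mix at 1.3 mM/130 uM); top library doses 57.5 and 19.1 uM final.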
Active calls of the source: *; i = inactive; u = inconclusive; x = no result given; [ ] = dose if it differs, or a comment. Unless noted, calls come from the whole dose curve; as a rule, active = well fitted curve in the direction sought with a large enough effect; inconclusive = small, poorly fitted or top-dose-only effect, or another doubt; inactive = no such curve, though single readings can be large; an effect the other way counts as inactive or inconclusive. Unless noted, % is set by controls: 0 for no effect and ±100 for the full control effect.

canonical_smiles	3T3 cytotox	GPT2 inh	SNCA expr inhib	HEK293 tox	HEK293 viab	Luciferase inh	IP6K1 inh
COC(=O)c1cccc(NC(=O)Nc2cc(C(=O)NCc3cccc(F)c3)ccc2N2CCCC2)c1	x	x	-13%	x	-21%	x	-12
CN1C[C@@H]2CCCN3CCC[C@@H]([C@H]23)[C@H]1CCCC(=O)NCCc1nc2ccccc2[nH]1	-8%	-12%	20%	-2%	8%	7%	2
Cc1nc(CC2CCN(Cc3cc4n(n3)CCNC4)CC2)no1	0%	-15%	u	0%	3%	3%	4
CC(C)(C)N1CC(c2nc(-c3ccc4nc[nH]c4c3)no2)CC1=O (centres undefined)	u	-3%	1%	-1%	3%	-8%	3
CCOc1ccc(CNCc2c(C(=O)O)c(C)n(Cc3cccc(OC)c3)c2C)cc1OC	x	x	19%	x	u	x	-11
COc1ccc(CCNC(=O)c2ccc3nnc(-c4ccc(F)cc4)n3c2)cc1	-23%	i	92%[activator]	-12%	-2%	x	6
CC1(C(=O)NCc2ccsc2)CCOCC1	1%[174 µM]	0%[88.5 µM]	u	-3%[230 µM]	4%[87.6 µM]	x	-3
O=C(Nc1ccc(-c2nnc3n2CCCC3)cc1)Nc1cccc(Cl)c1	-4%	-2%	18%	7%	4%	10%	34
COc1ccccc1-c1nnc(C2CCN(S(=O)(=O)c3ccc(CC(C)C)cc3)CC2)o1	x	x	17%	x	-26%	x	8
CCOc1ccccc1C1NC(=O)N(CC(=O)Nc2ccc(C(C)=O)cc2)C2=C1C(=O)OC2 (centres undefined)	i	-12%	18%	11%	-13%	-6%	0
CCCN1C(=O)C2(c3ccccc31)c1c(oc3ccc(C)cc3c1=O)C(=O)N2CCOC (centres undefined)	x	x	7%	x	11%	x	-13
COc1ccc(CN2C[C@H]3CN(Cc4c[nH]c5ccccc45)CCN3C2=O)cc1	u	3%[88.5 µM]	-21%[87.6 µM]	100µM*	-7%[87.6 µM]	1%[172 µM]	-12
COC(=O)c1ccc(NC(=O)CSc2nc(=O)n(Cc3ccco3)c3c2CCC3)cc1	x	x	3%	x	13%	x	-17
Cc1ccc(Nc2ncnc3c2nc2n3CCCC2)c(Br)c1	x	x	u	x	-6%	x	-16
Cc1nnc2ccc(N3CCCC(NC(=O)NC4CCCC4)C3)nn12 (centres undefined)	-28%[138 µM]	x	x	-3%[172 µM]	x	x	-8
COc1ccc(-c2nnc3n2CCN([S+](=O)([O-])c2ccc(C)cc2)C3)cc1	-22%	i	-6%	u	-13%	-7%	-2
COCCC(=O)Nc1cccnc1OC1CCN(C)C1 (centres undefined)	i	i	-1%	-3%	13%	-9%	22
COc1cccc(C(=O)NCCNC(=O)c2ccc(-c3cccc(C(F)(F)F)c3)cc2)c1	-24%	x	x	u	x	x	-8
COc1ccccc1NC(=O)Cn1nc2c(cc1=O)CN(C(C)=O)CC2	i	i	-14%	1%	-2%	7%	4
COCc1cn(C[C@H]2C[C@@H](NCc3cccnc3)[C@H](O)[C@@H]2O)nn1	-13%[138 µM]	5%[88.5 µM]	u	-9%[172 µM]	-3%[87.6 µM]	-13%[172 µM]	5
O=C1NCCCCCCN(Cc2ccncc2)[C@@H]2CN(C(=O)NC3CCCCC3)CC[C@@H]12	u	i	0%	-12%	-16%	-2%	34
COC(=O)N1CCc2nc(-c3ccccc3)nc(-c3ccc(Cl)cc3)c2C1	-13%	-2%	-6%	-27%	4%	-4%	15
Cc1ccc(-c2nn(-c3ccc(F)cc3F)c3c2cnc2ccc(F)cc23)cc1	x	x	-1%	x	1%	x	9
CCc1ccccc1NC(=O)CSc1nc2ccccc2nc1Cc1cccc(OC)c1	x	x	27%	x	6%	x	3
Cc1ccc(-c2nnn3c2nc(NC2CCC(C)CC2)c2ccccc23)cc1 (centres undefined)	x	x	25%	x	22%	x	-17
Cc1nn(-c2ccccc2)c2c1cc1c(=O)n(C)c(=O)nc-1n2-c1cccc(Cl)c1	x	x	u	x	-26%	x	-5
CC(=O)N1CCC2(CC1)C(=O)NCN2Cc1ccc(Cl)cc1	-16%[138 µM]	-3%[88.5 µM]	3%[87.6 µM]	2%[172 µM]	10%[87.6 µM]	4%[172 µM]	-8
Cc1cc(C)cc(NC(=O)C2CCCN2S(=O)(=O)c2ccc3nc(-c4ccccc4)[nH]c3c2)c1 (centres undefined)	x	x	u	x	-14%	x	19
O=C(COc1ccccc1)N1CCC(c2nc(C3CCOCC3)no2)C1 (centres undefined)	-26%	-14%	u	-4%	9%	-15%	10
O=C1N[C@H](CCC(=O)N2CCN(CCc3ccncc3)CC2)C(=O)Nc2ccccc21	i	3%	2%	6%	10%	2%	19
CCOc1ccccc1C(=O)Nc1cc(-c2nc3cccnc3s2)ccc1C	x	x	2%	x	7%	x	-1
CC(C)n1cccc1C(=O)N1CC[C@H](N2CCN(C)CC2)[C@H](CCC(=O)O)C1	-1%	-30%	15%	-6%	-13%	8%	10
Cc1ccc(F)c(C(=O)NC(C)c2cnn(-c3ccccc3)c2C)c1Cl (centres undefined)	u	-2%	51%[activator]	u	0%	0%	-3
Cc1cc(C(=O)N2CCC3(CC2)CC(N(Cc2ccccc2)C2CC2)CCO3)n(C)n1 (centres undefined)	u	i	-20%	u	5%	0%	0
OCCc1ccc(O[C@@H]2O[C@H](CO)[C@@H](O)[C@H](O)[C@H]2O)c(O)c1	x	-10%[27.3 µM]	x	x	-4%	x	0
COc1ccc(-c2ccc3c(n2)CN(Cc2ccc(F)cc2)C(=O)CO3)cc1	u	-1%[88.5 µM]	u	u	u	-21%[172 µM]	-3
CCc1ccccc1NC(=O)c1ccc(=O)n(Cc2ccc(F)cc2)c1	x	x	52%[activator]	x	14%	x	-14
COc1cc(OC)c(NC(=O)C(c2ccccc2)N2Cc3ccccc3C2=O)cc1Cl (centres undefined)	x	x	13%	x	-13%	x	-12
Cc1ccccc1S(=O)(=O)N1CCN(C2CCN(CCc3ccccc3)C2=O)CC1 (centres undefined)	u	4%	0%	u	-2%	-7%	18
Cc1nc2cccnc2n1C1CCN(C(=O)Nc2ccccc2C(F)(F)F)CC1	x	x	-10%	x	u	x	14
CCc1ccc(CN(Cc2ccco2)C(=O)COc2ccc(Cl)cc2C)cc1	x	x	-15%	x	6%	x	13
CO[C@H]1[C@H](NC(=O)c2c(F)ccc(C)c2F)c2ccccc2C12CCNCC2	-7%	-32%	18%	-23%	-21%	1%	16
O=C(c1nc2cccnc2n(Cc2ccccc2)c1=O)N1CCOCC1	1%	4%	29%	5%	6%	x	0
Cc1nn(-c2ccccc2[N+](=O)[O-])c(C)c1[C@@H]1C=C[C@@H](NC(=O)CC(C)(C)CC(=O)O)C1	-25%	2%	6%	i	3%	-6%	-2
O=C(NCc1ccc(F)c(F)c1)C1CCC(=O)N(CC2CCCCC2)C1 (centres undefined)	-27%	5%	28%	u	0%	u	20
CCNC(=O)N1CCC(Cc2ncc(C)n2Cc2ccc(F)cc2)CC1	-5%	i	34%[activator]	1%	10%	3%	-2
CN1c2cc(C(=O)Nc3ccc4c(c3)OCCO4)ccc2C(=O)N2CCCC21 (centres undefined)	u	-1%	43%[activator]	-27%	-19%[12.5 µM]	14µM*	7
O=C1Nc2ccc(-c3cccc(C(F)(F)F)c3)cc2C(=O)N2CCN(C(=O)c3ccco3)C[C@@H]12	u	-5%	-30%	40µM*	-27%	-20%	-14
Cn1cc(-c2cnc3[nH]cc(CC(=O)N4CCCC4)c3c2)cn1	32µM*	u	u	-29%[172 µM]	4%[87.6 µM]	-12%[172 µM]	-16
COC(=O)c1cccnc1-n1c(=O)c2cccnc2n(CC(=O)Nc2ccccc2F)c1=O	x	x	-9%	x	-5%	x	-28*
CN1c2cccnc2CN(CC2CCCCC2)CC[C@H]1CO	50µM*	0%[88.5 µM]	10%[87.6 µM]	u	-5%[87.6 µM]	0%[172 µM]	-4
CN1CCC(C2CCNC2)CC1 (centres undefined)	i	i	8%	-1%	0%	4%	29
Cc1nc(C2CC(O)C2)cc(N2CCC(Oc3ncccn3)CC2)n1 (centres undefined)	-11%	-11%	-5%	1%	6%	-8%	14
CCCc1noc(-c2cccn3c(CNC(=O)c4cccc(F)c4)nnc23)n1	-4%	i	-15%	i	-3%	-3%	-3
CCCn1nccc1S(=O)(=O)N1CCc2nc(-c3ccccc3)[nH]c2C1	u	i	-3%	u	-26%	-13%	3
c1ccc(-c2ccc(C(c3ccccc3)n3ccnc3)cc2)cc1 (centres undefined)	x	i	-5%[25.6 µM]	x	-16%[23.9 µM]	x	30
CCN(Cc1ccccc1)C(=O)CC1CCCN(c2cnn(CC3CC3)c(=O)c2)C1 (centres undefined)	u	4%	5%	u	-16%	-3%	5
COc1cccc(C(O)c2nc(C(=O)NC3CCN(C)CC3)c(C)o2)c1 (centres undefined)	u	-5%[88.5 µM]	12%[87.6 µM]	-29%[172 µM]	-3%[87.6 µM]	-22%[172 µM]	-4
O=C(NCc1ccccc1F)c1cc(-c2ccc(F)cc2)c2nncn2n1	u	i	8%	u	-7%	x	16

In a second layout: results already given
Cn1cc(-c2cnc3[nH]cc(CC(=O)N4CCCC4)c3c2)cn1
  3T3 cytotox = 32µM*; GPT2 inh = u; SNCA expr inhib = u; HEK293 tox = -29%[172 µM]; HEK293 viab = 4%[87.6 µM]; Luciferase inh = -12%[172 µM]; IP6K1 inh = -16
CCCc1noc(-c2cccn3c(CNC(=O)c4cccc(F)c4)nnc23)n1
  3T3 cytotox = -4%; GPT2 inh = i; SNCA expr inhib = -15%; HEK293 tox = i; HEK293 viab = -3%; Luciferase inh = -3%; IP6K1 inh = -3
O=C(NCc1ccccc1F)c1cc(-c2ccc(F)cc2)c2nncn2n1
  3T3 cytotox = u; GPT2 inh = i; SNCA expr inhib = 8%; HEK293 tox = u; HEK293 viab = -7%; Luciferase inh = x; IP6K1 inh = 16
CN1CCC(C2CCNC2)CC1 (centres undefined)
  3T3 cytotox = i; GPT2 inh = i; SNCA expr inhib = 8%; HEK293 tox = -1%; HEK293 viab = 0%; Luciferase inh = 4%; IP6K1 inh = 29
